Assay outcomes as filed in PubChem BioAssay.
Tb MetRS inh – Trypanosoma brucei MetRS inhibition | inhibition, % at 11.9 µM | 0.4% of 360,000 active | purified T. brucei MetRS, ATP depletion, Kinase-Glo luminescence;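 active means inhibition above a per-plate cutoff of the control wells' mean inhibition plus 3 SD, cut at about 5.5% in these data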;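 further: 0% = DMSO wells median and 100% = median of wells with control inhibitor compound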
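Test system: purified T. brucei MetRS enzyme. Also added: ATP, methionine and E. coli bulk tRNA substrates. Compound: 11.9 µM single point. Schedule: 15 min enzyme-compound preincubation, 2 h reaction, 10 min detection, 25 °C. Signal: luciferase luminescence of residual ATP, Kinase-Glo. Evaluation: percent inhibition versus plate control medians. Controls: DMSO wells, low control.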
DNMT1 block – inhibitors of human DNMT1 | P26358 | DNMT1 molecular beacon, Hinp1I cleavage, fluorescence | inhibition (reported as % activation of signal), % at 10 µM | 0.83% of 360,000 active | AID 588458; in the data active means inhibition above about 50%
Target sequence (P26358 504-1616 limits assumed): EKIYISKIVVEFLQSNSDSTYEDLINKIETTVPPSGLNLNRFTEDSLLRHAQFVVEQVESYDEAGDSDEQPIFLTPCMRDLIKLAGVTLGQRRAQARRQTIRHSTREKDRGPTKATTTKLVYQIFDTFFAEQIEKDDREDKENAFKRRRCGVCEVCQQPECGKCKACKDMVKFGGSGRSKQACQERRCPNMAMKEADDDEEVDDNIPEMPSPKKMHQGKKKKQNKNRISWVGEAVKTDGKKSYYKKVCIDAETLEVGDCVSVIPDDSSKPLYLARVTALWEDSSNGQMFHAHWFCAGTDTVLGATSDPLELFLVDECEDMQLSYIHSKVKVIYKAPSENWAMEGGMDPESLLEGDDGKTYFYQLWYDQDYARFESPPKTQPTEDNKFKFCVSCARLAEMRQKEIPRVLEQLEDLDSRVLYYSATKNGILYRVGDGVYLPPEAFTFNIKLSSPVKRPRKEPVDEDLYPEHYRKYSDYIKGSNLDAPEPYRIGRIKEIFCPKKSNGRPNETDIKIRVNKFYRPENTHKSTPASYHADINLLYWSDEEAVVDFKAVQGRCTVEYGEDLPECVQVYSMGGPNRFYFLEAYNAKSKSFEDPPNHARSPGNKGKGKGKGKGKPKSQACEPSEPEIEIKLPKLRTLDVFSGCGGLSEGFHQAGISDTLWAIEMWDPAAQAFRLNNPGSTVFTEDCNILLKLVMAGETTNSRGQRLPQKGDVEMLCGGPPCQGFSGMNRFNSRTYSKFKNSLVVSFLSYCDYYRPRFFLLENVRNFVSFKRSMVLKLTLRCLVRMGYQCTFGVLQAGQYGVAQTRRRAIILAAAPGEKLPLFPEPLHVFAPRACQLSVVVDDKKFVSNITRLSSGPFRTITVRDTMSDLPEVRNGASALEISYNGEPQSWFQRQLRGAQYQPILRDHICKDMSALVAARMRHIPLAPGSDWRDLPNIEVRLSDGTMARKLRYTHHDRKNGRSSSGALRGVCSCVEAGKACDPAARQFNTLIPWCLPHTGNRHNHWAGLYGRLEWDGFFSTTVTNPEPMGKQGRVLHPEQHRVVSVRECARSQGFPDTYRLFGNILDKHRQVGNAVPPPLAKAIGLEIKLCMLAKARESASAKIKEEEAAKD
NadD block – inhibitors of Staphylococcus aureus NadD | purified NadD enzyme, colorimetric absorbance read-out | inhibition, % at 20 µM | 0.78% of 360,000 active | AID 602399; in the data active means inhibition above about 26%; further: some compounds past the cut are filed as inactive
CSN inh – inhibitors of human CSN-mediated cullin deneddylation; Purified CSN, SCF-Nedd8-OG deneddylation, fluorescence polarization; inhibition, % at 12.5 µM; AID 651999; Q92905; 0.38% of 360,000 active;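 active means pattern-corrected inhibition above about 35%, with an unprinted fluorescence ratio check between 0.5 and 1.5, limit read from the data, passing the limit was not always enough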;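 further: 0% = enzyme with substrate and 100% = substrate without enzyme; some results filed as inactive read as strong as hits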
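Assay system: purified human Csn5 enzyme expressed in HEK293T cells; measure: % inhibition; also added: SCFSkp2-Nedd8OG substrate at 10 nM final; technique: fluorescence polarization; times: reaction 90 min, room temperature; medium: Tris buffer pH 7.5, NaCl, DTT, Tween-20, trehalose, ovalbumin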
SUMO1-SIM PPI – modulators of human SUMO1-mediated protein-protein interactions. P63165. SUMO1 binding to a labelled peptide, TR-FRET, 1 h. inhibition, % at 20 µM. 0.33% of 360,000 active. AID 602429; in the data active means inhibition above about 37%
Scp1 inh – inhibitors of human Scp-1 phosphatase; AID 493091; 0.88% of 340,000 active; inhibition, % at 20 µM; Recombinant Scp1, phosphopeptide, malachite green phosphate absorbance;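 active means inhibition above about 50% at 20 µM, limit read from the data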;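 further: plate controls were DMSO wells with enzyme for no effect and wells lacking enzyme for full effect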
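Assay system: SCP-1 catalytic fragment, aa 76-261 | Buffer or medium: Tris acetate buffer pH 5.5 with MgCl2 and Tween-20 | Compound: One concentration, 20 µM, with 1.0% DMSO | Also added: Phospho 17-mer peptide substrate | Signal: Absorbance at 630 nm | Incubation: 45 min enzyme reaction at room temperature | Measure: % inhibition of SCP-1 phosphate liberation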
Rpn11 inh – Rpn11 (human) deubiquitinase inhibition | human 26S proteasome, Ub4-pepOG fluorescence polarization; 20S core pre-blocked with epoxomicin | O00487 | AID 588493 | calls only at 20 µM | 0.59% of 360,000 active;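 active means inhibition at 20 µM, scaled to each plate's controls, above about 33%, limit read from the data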
LMPTP block – LMPTP (human) inhibition | P24666 | recombinant LMPTP-A, OMFP fluorogenic substrate, fluorescence intensity | inhibition, % at 20 µM | 0.22% of 360,000 active;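 active means compounds that cut the enzyme signal by at least half of the control window in the single-dose screen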;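 further: plate controls were DMSO wells with enzyme plus substrate for no effect and substrate without enzyme for full effect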
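material = LMPTP-A | quantity = 0.625 nM enzyme | reagent = OMFP substrate, 400 µM final | buffer or medium = Bis-Tris pH 6.0, DTT, detergent | detection = endpoint fluorescence intensity from OMFP dephosphorylation | dosing = single 20 µM dose | read-out basis = % inhibition relative to no-enzyme and uninhibited control wells | control set = no-enzyme and uninhibited controls | timing = 50 min at room temperature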
MsrA inh – inhibits bovine methionine sulfoxide reductase A. purified bovine MsrA, absorbance read-out. inhibition, % at 15.5 µM. 0.75% of 360,000 active; in the data active means inhibition above about 4.5%;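 further: 0% = vehicle wells with enzyme and 100% = reference inhibitor wells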
STEP inh – STEP (human) phosphatase inhibition | P54829 | recombinant STEP, OMFP fluorogenic substrate, fluorescence | inhibition, % at 20 µM | 0.25% of 360,000 active | AID 588621;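 active means inhibition at 20 µM, scaled per plate between control wells, above about 37%, limit read from the data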;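 further: 0% = DMSO with enzyme and substrate and 100% = substrate only without enzyme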
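Material: STEP (striatal-enriched tyrosine phosphatase) enzyme, cell-free; Compound dosing: 20 µM single dose in 1% DMSO; Technique: fluorescence read at 480 nm ex / 540 nm em; Times: reaction 20 min, ambient temperature; Medium: 50 mM Bis-Tris pH 6.0 with 2.5 mM DTT and 0.005% Tween 20; Also added: OMFP at 25 µM.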
* = called active by the depositor; i = inactive; . = no result given; + = active, no number.

SMILES	Tb MetRS inh	DNMT1 block	NadD block	CSN inh	SUMO1-SIM PPI	Scp1 inh	Rpn11 inh	LMPTP block	MsrA inh	STEP inh
COCCn1c(=NC(=O)CCS(=O)(=O)c2ccccc2)sc2cc(C(=O)OC)ccc21	-0.2	5	1	2	-82	-5	i	-0.2	-0.7	1
COc1cccc(NC(=O)CSc2nnc(CN3CCOCC3)n2C)c1	0.2	3	3	-2	1	-7	i	1.0	-0.7	0
O=C(NCCCN1CCCC1=O)c1csc2ccccc12	-0.3	1	5	0	-3	-5	i	0.2	-0.4	-4
O=[N+]([O-])c1cc(C(F)(F)F)cc([N+](=O)[O-])c1NCCCNc1ccc([N+](=O)[O-])c2cccnc12	-0.1	6	-1	2	-6	-14	i	1.3	0.0	3
S=C(Nc1ccc(Cl)c(Cl)c1)NN1CCOCC1	-0.5	-3	0	6	4	-5	i	0.2	0.2	-1
CCCn1c(NCc2ccco2)nc2c1c(=O)n(C)c(=O)n2C	-0.8	33	0	-3	4	9	i	4.9	-0.7	2
Cc1ccc(-c2nc(P(=O)(c3ccccc3)c3ccccc3)c(N3CCOCC3)o2)cc1	-0.8	-5	-2	0	5	-2	i	1.2	1.7	1
O=[N+]([O-])c1ccc(CSc2ccc(S(=O)(=O)N3CCCCC3)cn2)cc1	0.1	-4	-6	-2	-16	-13	i	2.0	0.1	3
N/C(Cn1cncn1)=N\NC(=O)C(=O)Nc1ccc(Cl)cc1Cl	-0.2	-2	-2	2	1	4	i	-0.5	0.5	7
CC(=O)c1ccc2noc(-c3ccc(Cl)cc3)c2c1	-0.8	-3	-7	9	-16	-10	i	0.0	2.8	3
CCOC(=O)C1Cc2ccccc2CN1 (configuration not stated)	-0.3	0	-5	-2	1	2	i	-1.5	0.2	2
Cc1cc(=O)n(Nc2ccccc2)c(O)c1C#N	-0.1	-2	0	-1	9	.	i	0.3	1.2	2
COc1ccc(CCNC(=O)C(=O)N2CCCCC2)cc1OC	-0.4	1	-1	-4	-1	-8	i	-0.9	-0.7	0
Fc1ccc(-c2cc(C(F)(F)F)nc(NCc3cccs3)n2)cc1	-0.3	-5	1	-5	2	-5	i	4.5	0.2	3
COc1ccc(NC(=O)COC(=O)/C=C/C(=O)OCC(=O)Nc2ccc(OC)c(Cl)c2)cc1Cl	-0.3	-13	3	-12	5	-2	i	2.4	-0.4	2
CNS(=O)(=O)c1cccc(C(=O)OCC(=O)NC2CCCC2)c1	0.0	2	2	-1	6	-4	i	0.5	1.4	0
CCn1c(SCC(=O)N/N=C/C=C/c2ccco2)nnc1-c1ccccc1	-1.4	11	6	13	9	24	i	-1.1	3.4	0
O=C(Nc1c(-c2ccccc2)[nH][nH]c1=O)c1cccc(C(F)(F)F)c1	0.2	-18	2	0	5	.	i	2.1	0.2	2
Cc1ccc(S(=O)(=O)N2[C@@H](c3ccc(C#N)cc3)C(C(=O)O)=C[C@H]2CC2CCCC2)cc1	-1.0	2	11	1	5	-8	i	-0.1	0.2	-1
C[C@]12CCC(O)CC1CCC1C2CC[C@]2(C)C(c3cc(C(F)(F)F)n[nH]3)CCC12 (some centres not stated)	-1.3	-11	7	3	0	-11	i	5.4	2.9	-7
CN(Cc1ccccc1)C(=O)[C@@H]1CCCN1S(=O)(=O)c1ccc(Cl)cc1	-0.2	1	-5	3	-2	-7	i	-1.8	0.6	1
CC(OC(=O)c1ccc(S(=O)(=O)N(C)c2ccccc2)cc1)C(=O)NCCC1=CCCCC1 (configuration not stated)	-1.3	1	-1	-9	8	-3	i	3.6	-0.6	2
N#Cc1c(N2C(=O)C3C4C=CC(C4)C3C2=O)sc2c1CCC2 (configuration not stated)	-1.4	6	2	2	2	2	i	-0.4	1.7	-5
Clc1cccc(Cl)c1CON/C=N/c1ncnc2sccc12	-0.3	-4	-4	0	4	-5	i	1.1	1.1	5
COc1cc(/C=C/C(=O)Nc2nc3ccc(S(=O)(=O)N(C)C)cc3s2)cc(OC)c1OC	-0.4	-22	-12	-4	1	-4	i	-1.6	3.5	-5
O=[N+]([O-])c1ccc(-c2ccc(/C=N/n3cnnc3)o2)c(Br)c1	2.3	6	-1	3	-25	1	i	1.1	2.9	7
CCC(CC)C(=O)NCCNC(=O)C(CC)CC	-0.2	1	-2	2	0	-4	i	-1.7	0.5	-1
CC(Oc1ccc(Cl)cc1Cl)c1nc(-c2ccc(NC(=O)c3ccncc3)cc2)no1 (configuration not stated)	-0.6	-12	-9	6	0	12	i	3.6	0.3	0
C/C(=N/OC(=O)c1c(-c2c(Cl)cccc2Cl)noc1C)c1cnccn1	0.7	0	-8	-3	-4	-7	i	-0.9	0.9	1
CSCC[C@H](NC(=O)C1CCN(C(=O)[C@@H](N)Cc2ccccc2)CC1)C(=O)O	-0.2	0	4	0	-6	-4	i	-7.3	-1.1	-2
CCOC(=O)c1ccc(NC(=O)N2CCCCC2)cc1	-0.5	1	-5	-3	1	-5	i	-1.4	.	0
CC(Sc1nnnn1C)C(=O)NC(=O)NC1CCCCC1 (configuration not stated)	-0.7	-1	1	2	2	-2	i	0.0	0.2	-2
Cc1cc(C)c(S(=O)(=O)c2ccc(F)cc2)c(C)c1	-0.3	-2	-2	0	5	.	i	-1.2	0.8	1
CCOc1ccc(CCNC(=O)CCc2nnc3ccc(N4CCCCC4)nn23)cc1OCC	-0.6	5	-5	-2	-2	-1	i	-2.4	1.4	-2
COc1ccc([N+](=O)[O-])cc1NC(=O)C(C)OC(=O)CN1C(=O)C2CC=CCC2C1=O (configuration not stated)	-0.4	1	-8	-2	-29	4	i	0.2	0.2	-2
CCCSCCCNC(=O)c1ccccc1NC(=O)C1=CSCCO1	0.8	37	1	0	-1	-14	i	1.4	0.3	0
CCOC(=O)C(NC(C)=O)C(=O)Nc1ccc(C(C)C)cc1 (configuration not stated)	-0.9	3	2	1	-3	5	i	-0.4	1.5	1
O=C1NN(c2ccc(Cl)cc2)C(=O)/C1=C\c1ccc(-c2cccc(C(=O)O)c2)o1	0.1	95*	10	36*	40*	94*	+	82*	1.6	97*
O=C(C1CCN(S(=O)(=O)c2cnc[nH]2)CC1)N1CCN(Cc2ccc3c(c2)OCO3)CC1	-0.1	2	-2	2	0	-3	i	1.0	-1.5	1
COc1ccc(CNCCS(=O)(=O)NC2CCCCC2)cc1	0.1	5	0	-5	1	4	i	-1.5	1.5	0
Cc1cc(C(=O)N2CCN(S(C)(=O)=O)CC2)cs1	-1.1	2	-4	-1	-1	-2	i	-2.3	-1.1	-12
Cc1ccc(COc2ccsc2C(=O)NNC(N)=S)cc1	0.2	-2	6	0	0	-4	i	-0.8	0.6	2
COc1cc(C(=O)NCC2CCCO2)cc(OC)c1OC (configuration not stated)	-0.3	5	-5	-5	0	5	i	-0.6	0.4	-7
CC1=Nn2c(nnc2-c2ccc(F)cc2)SC1	0.8	6	-6	3	-2	-13	i	-0.9	0.5	-3
CS(=O)(=O)c1ccc2nc(NC(=O)CN3C(=O)NC4(CCCC4)C3=O)sc2c1	0.1	3	-2	0	-6	-5	i	-0.8	0.5	-2
N=c1c(C(=O)NCC2CCCO2)cc2c(=O)n3ccccc3nc2n1Cc1ccccc1Cl (configuration not stated)	-0.5	1	8	7	-31	3	i	4.1	-0.7	2
O=C(NC(=S)N1CCOCC1)c1ccccc1Cl	-0.4	5	-6	2	8	-10	i	-1.7	-0.5	0
O=C(Cc1ccccc1F)Nc1nc(-c2cccnc2)cs1	0.5	1	8	-3	4	-6	i	2.3	1.2	0
Nc1c(N=Nc2cccc(Cl)c2)c(=O)[nH]n1-c1ccccc1	-0.9	-6	-9	-1	-11	-3	i	0.9	0.8	2
CCOC(=O)c1cn(CC(=O)Nc2ccc3c(c2)OCCO3)nn1	-0.1	-1	-3	16	2	-8	i	0.6	-1.3	0
CC#CCc1cc2ccccc2c(=O)o1	-2.1	1	-6	-2	1	-10	i	-1.0	1.3	1
CCC(=O)N(Cc1cc2cccc(C)c2[nH]c1=O)c1ccccc1OC	-1.2	1	1	8	0	-6	i	-0.5	-0.6	1
CCOc1ncccc1C(=O)NCCc1ccc(Cl)cc1	0.1	2	-5	-5	3	-9	i	0.7	-0.8	2
N/C(=N\OC(=O)CC1CCCCC1)c1ccccc1	-1.2	2	0	-3	0	-3	i	-0.6	0.6	0
CN1CCC(=NNc2ccc(S(=O)(=O)N3CCOCC3)cc2[N+](=O)[O-])CC1	-0.5	-1	0	-5	-27	-10	i	1.4	1.8	2
COCCC(=O)N1CCC(Oc2ccc(C(=O)NCCc3cnn(C)c3)cc2)CC1	-1.2	1	3	-1	6	7	i	-1.1	0.6	-8
N#Cc1cc2c(nc1SCC(=O)Nc1sc3c(c1C#N)CCC3)CCCCCC2	0.1	6	16	-6	3	2	i	0.3	1.4	4
Cn1c(SCC(=O)NCc2ccco2)nnc1-c1c[nH]c2ccccc12	1.2	38	3	2	4	2	i	0.2	-0.7	6
COc1ccc(C2CC(=O)n3c(nc4ccccc43)S2)cc1OC (configuration not stated)	-0.6	0	0	-5	-2	-3	i	-1.2	0.5	1
CCCCCCCCOC1OC(CO)C(O)C(O)C1NC(C)=O (configuration not stated)	-0.1	0	-2	-2	-1	0	i	-1.1	-0.4	1

Given as labelled records: four of the compounds above.
O=C(Cc1ccccc1F)Nc1nc(-c2cccnc2)cs1
- Tb MetRS inh: 0.5
- DNMT1 block: 1
- NadD block: 8
- CSN inh: -3
- SUMO1-SIM PPI: 4
- Scp1 inh: -6
- Rpn11 inh: i
- LMPTP block: 2.3
- MsrA inh: 1.2
- STEP inh: 0

Cc1cc(C(=O)N2CCN(S(C)(=O)=O)CC2)cs1
- Tb MetRS inh: -1.1
- DNMT1 block: 2
- NadD block: -4
- CSN inh: -1
- SUMO1-SIM PPI: -1
- Scp1 inh: -2
- Rpn11 inh: i
- LMPTP block: -2.3
- MsrA inh: -1.1
- STEP inh: -12

Cn1c(SCC(=O)NCc2ccco2)nnc1-c1c[nH]c2ccccc12
- Tb MetRS inh: 1.2
- DNMT1 block: 38
- NadD block: 3
- CSN inh: 2
- SUMO1-SIM PPI: 4
- Scp1 inh: 2
- Rpn11 inh: i
- LMPTP block: 0.2
- MsrA inh: -0.7
- STEP inh: 6

COc1cc(C(=O)NCC2CCCO2)cc(OC)c1OC (configuration not stated)
- Tb MetRS inh: -0.3
- DNMT1 block: 5
- NadD block: -5
- CSN inh: -5
- SUMO1-SIM PPI: 0
- Scp1 inh: 5
- Rpn11 inh: i
- LMPTP block: -0.6
- MsrA inh: 0.4
- STEP inh: -7
